Screening data as filed in PubChem.
TCR CD3 inh: inhibitors of human TCR-CD3 interaction, primary screen, biochemical, fluorescence, TAMRA-labeled TCR probe | T-cell receptor (TCR) | inhibition, % at 9.4 µM | actives 0.37% (n = 360,000) | AID 651800, 2012; in the data active means inhibition above about 19%;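 further: recombinant mutant TCR 2C K166C tagged with TAMRA read by polarization; 0% = receptor in buffer alone and 100% = receptor with positive control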
PG9 Ab binder: binders of HIV-1 gp120 antibody PG9, primary screen, biochemical, TR-FRET; HIV-1 gp120 / PG9 antibody interaction; AID 624416, 2012; actives 0.43% (n = 360,000); inhibition, % at 6.7 µM; TR-FRET gp120-PG9 antibody binding; in the data active means inhibition above about 8.5%
HTRA1 inhibitor: HTRA1 serine protease inhibitors, primary screen, biochemical, fluorescence polarization, HTS | Q92743 | recombinant HTRA1, FP-rhodamine activity-based probe | inhibition, % at 5.96 µM | actives 0.5% (n = 340,000); in the data active means inhibition above about 36%;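 further: 0% = enzyme with DMSO and 100% = wells lacking enzyme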
rCAG RNA binder: binders of r(CAG) RNA repeats, primary screen, biochemical, fluorescence; r(CAG) RNA repeat, TO-PRO-1 dye displacement fluorescence; inhibition, % at 3 µM; actives 1.3% (n = 370,000);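 active means inhibition above the plate cutoff, the mean of all test compounds on that plate plus 3 SD, cut at about 35% in these data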;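 further: 0% = DMSO alone and 100% = 100 µM mitoxantrone as full dye displacement; higher means more dye released from RNA so lower well fluorescence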
PRMT1 FP inh: PRMT1 methyltransferase inhibitors, primary screen, biochemical, fluorescence polarization. recombinant PRMT1, activity-based probe fluorescence polarization. inhibition, % at 2.79 µM. actives 1.3% (n = 370,000). AID 652257, 2013;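 active means inhibition above about 21% made by adding two undisclosed values, limit read from the data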
ABHD4 inh: ABHD4 inhibitors, primary screen, biochemical, fluorescence polarization, mouse; (Lyso)-N-acylphosphatidylethanolamine lipase (Mus musculus), Q8VD66; purified mABHD4, FP-Rh probe fluorescence polarization; inhibition, % at 8.92 µM; actives 0.54% (n = 370,000);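 active means inhibition exceeding the mean over every tested compound plus 3 SD, cut at about 30% in these data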;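 further: 0% = plate median of compound wells and 100% = S159A mutant with DMSO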
Target sequence (Q8VD66 whole entry, looked up): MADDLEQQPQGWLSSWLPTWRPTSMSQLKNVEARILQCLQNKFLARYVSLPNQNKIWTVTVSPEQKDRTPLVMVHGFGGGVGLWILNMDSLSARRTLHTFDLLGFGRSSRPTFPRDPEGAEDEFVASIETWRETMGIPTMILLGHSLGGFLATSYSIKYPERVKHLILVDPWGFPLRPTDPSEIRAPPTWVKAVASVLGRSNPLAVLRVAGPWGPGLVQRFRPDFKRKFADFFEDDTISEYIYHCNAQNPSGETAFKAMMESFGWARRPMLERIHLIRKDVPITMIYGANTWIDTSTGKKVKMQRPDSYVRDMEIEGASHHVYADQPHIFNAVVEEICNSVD
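System: mouse ABHD4 enzyme, wild type / Medium: HEPES pH 7.0, NaCl, Pluronic buffer / Reagent: FP-Rh activity-based fluorescent probe / Control set: S159A mutant high control, sample median low control / Detection: fluorescence polarization with parallel and perpendicular emission, 525/598 nm / Schedule: 45 min + 60 min at 25 °C / Compound dosing: 8.92 µM, single dose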
LEDGF integ inh: blockers of LEDGF/p75-dependent integrase strand transfer – biochemical, TR-FRET, high throughput, primary screen | inhibition, % at 3.7 µM | TR-FRET IN-LEDGF/p75 DNA integration, Eu/Cy5 | HIV-1 integrase (with human LEDGF/p75) | actives 0.64% (n = 370,000);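 active means inhibition above the screen-wide mean plus 3 SD, cut at about 13% in these data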;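 further: signal is the Cy5 over europium emission ratio at 671 and 618 nm; 0% = plate median of compound wells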
Rev-erbA mod: modulators of Rev-erb alpha DNA binding, primary screen, biochemical, FITC-DNA, fluorescence polarization, uHTS; Rev-erbα–FITC-DNA binding, 90 min; activity, % at 10 µM; actives 0.79% (n = 370,000); AID 1259318, 2017;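 active means activity above about 14%, limit read from the data; passing the limit was not always enough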;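 further: 0% = DMSO wells with 35 nM protein and 100% = DMSO wells with 750 nM protein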
UHRF1 binding: UHRF1 methylated DNA binding inhibitors, primary screen, counter-screen for MBD2 inhibitor project, biochemical, TR-FRET, human UHRF1, single concentration. actives 0.75% (n = 370,000). inhibition, % at 4.4 µM. E3 ubiquitin-protein ligase UHRF1 (Homo sapiens), Q96T88. AID 687016, 2013. UHRF1 binding to methylated oligo; in the data active means inhibition above about 21%;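 further: UHRF1 SRA domain binding a hemimethylated CpG hairpin DNA probe; 0% = median of test compound wells and 100% = reference inhibitor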
MBD2 inh: inhibitors of MBD2 binding to methylated DNA, primary screen, biochemical, TR-FRET, DNA-binding domain, human | inhibition, % at 4.4 µM | actives 0.31% (n = 370,000) | MBD2 binding to methylated oligonucleotide; in the data active means inhibition above about 13%
Target sequence (Q9UBB5 whole entry, looked up, the tested form may be a part): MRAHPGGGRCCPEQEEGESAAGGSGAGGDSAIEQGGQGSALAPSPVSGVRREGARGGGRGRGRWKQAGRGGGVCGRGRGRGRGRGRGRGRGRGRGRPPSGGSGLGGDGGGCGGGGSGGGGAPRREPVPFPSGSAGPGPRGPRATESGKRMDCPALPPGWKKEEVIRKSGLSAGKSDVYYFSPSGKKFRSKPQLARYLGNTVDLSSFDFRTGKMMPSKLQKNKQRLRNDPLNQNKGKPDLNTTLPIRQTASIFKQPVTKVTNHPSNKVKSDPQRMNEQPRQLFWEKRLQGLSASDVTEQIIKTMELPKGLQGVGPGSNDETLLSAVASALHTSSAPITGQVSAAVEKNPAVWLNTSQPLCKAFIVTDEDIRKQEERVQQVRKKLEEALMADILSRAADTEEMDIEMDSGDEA
* hit, by the source's call; . = not tested or not shown. This is a subset, so the mix of outcomes need not match the whole.

SMILES	TCR CD3 inh	PG9 Ab binder	HTRA1 inhibitor	rCAG RNA binder	PRMT1 FP inh	ABHD4 inh	LEDGF integ inh	Rev-erbA mod	UHRF1 binding	MBD2 inh
Cc1ccc(C(=O)NCCOc2ccc(Cl)cc2)cc1	3	-0.2	-10	2	1	-6	-2	-5	-1	2
O=C(Oc1ccccc1/C=C\C(=O)c1cc2ccccc2o1)c1ccccc1	6	-1.3	-12	11	4	-23	4	-6	-1	0
CCN(CC)c1ccc(C=C2C(=O)OC(C)(C(C)(C)C)OC2=O)cc1 (configuration not stated)	-21	-3.1	-41	-2	-2	-31	-2	-1	-1	-5
O=C1C2C3C=CC(CC3)C2C(=O)N1c1ccc(F)cc1 (configuration not stated)	-2	-3.2	0	-2	-3	3	-3	3	-1	0
O=C(CSc1nnc(-c2cccc(S(=O)(=O)N3CCCC3)c2)n1-c1ccccc1)Nc1ccc(C(=O)O)cc1	-3	-1.2	3	9	-1	-8	0	3	2	4
O=C(O)CCCCCCCCc1cn(CCc2c[nH]c3ccccc23)nn1	-2	-0.5	-7	14	1	7	0	-6	12	9
O=C(CSc1nc2ccccc2o1)N/N=C/c1ccccc1	4	-2.2	16	0	4	7	2	1	1	3
CC(Sc1nc2ncc(Cl)cc2[nH]1)C(=O)Nc1ccccc1[N+](=O)[O-] (configuration not stated)	4	0.2	5	2	-1	-4	0	-2	0	2
Cc1cc(C)cc(NC(=O)C2CCCN2S(=O)(=O)c2cccc3cccnc23)c1 (configuration not stated)	10	-1.1	-2	-2	-1	-4	1	4	2	0
O=C(Nc1ccc(F)cc1)C1CC2CCC1C2 (configuration not stated)	9	0.7	-8	7	-2	-1	0	1	1	-5
Cc1cc(NS(=O)(=O)c2ccc(NC(=O)CSc3nnc(-c4ccccn4)n3-c3ccccc3)cc2)nc(C)n1	.	.	.	22	3	4	0	0	1	-3
CCCNC(=S)N1CCC(C(=O)c2ccc(OC)cc2)CC1	0	-0.6	4	0	2	1	0	13	4	1
COC(=O)[C@]1(Cc2ccccc2)N[C@H](CN(C)C(=O)Nc2ccc(Cl)cc2)[C@@H]2C(=O)N(C)C(=O)[C@@H]21	5	-0.2	5	-1	-1	-2	-6	-6	1	5
O=C(c1ccco1)N1CCN(C(=S)Nc2ccc(F)cc2)CC1	2	-0.5	3	-5	2	-1	-4	5	0	-5
Cc1nn(-c2ccccc2)c(C)c1NC(=O)COC(=O)/C=C/c1ccccc1	11	0.7	-9	-2	1	2	1	1	-1	0
Cc1ccc(/C=N/N2CCN(c3ccncc3S(=O)(=O)N3CCCCC3)CC2)cc1	-4	-0.5	4	1	2	6	-5	-3	1	3
N#CCNC1CC(=O)N(c2ccccc2)C1=O (configuration not stated)	-6	1.2	0	-1	6	-4	3	-3	0	-6
Cc1ccc(-n2nc3c(=O)n(CCCC(=O)NCC(C)c4ccccc4)nc(C)c3c2C)cc1 (configuration not stated)	-5	0.5	9	-6	7	-6	3	0	5	8
CC(=O)Nc1ccc(NC(=O)c2c(C)nn(Cc3ccccc3)c2Cl)cc1	4	0.1	2	2	-4	0	4	-7	2	-5
COc1ccc(N2CC(C(=O)Nc3ccc(S(=O)(=O)N4CCOCC4)cc3)CC2=O)cc1 (configuration not stated)	5	-1.2	-3	3	-4	0	5	1	-1	2
Cc1nc(-c2ccc(O)c(O)c2)cs1	6	-0.9	13	2	11	15	0	0	4	-1
COc1ccc(C(=O)C2CCN(C(=O)c3ccc(C)cc3)CC2)cc1	-2	-1.5	-2	-8	2	4	-3	2	1	-4
O=C(CSCC(=O)NN=Cc1ccccc1O)NN=Cc1ccccc1O	-4	-1.6	-4	0	-1	2	-4	0	0	3
Cc1[nH]nc(SCC(=O)N2CCOCC2)c1[N+](=O)[O-]	2	0.5	-3	0	4	-5	1	-4	14	3
CC1CCCC(C)N1C(=O)COC(=O)CCC1CCCC1 (configuration not stated)	-4	-0.3	2	-3	4	3	-5	-3	0	4
NS(=O)(=O)c1ccc(NS(=O)(=O)c2cccs2)cc1	0	1.5	-5	-1	2	-7	2	2	3	3
Cc1cc(C(=O)CSc2nnc(-c3ccccc3)o2)c(C)n1CC1COc2ccccc2O1 (configuration not stated)	2	-0.3	-6	8	-3	-3	0	0	0	3
Cc1cc(C)cc(N(CC(=O)NCc2cccnc2)S(C)(=O)=O)c1	-4	0.9	-4	-4	0	4	2	0	3	0
CCN(CC)CCNC(=O)C(=O)NCC1OCCN1S(=O)(=O)c1ccc2c(c1)OCCO2 (configuration not stated)	3	-1.1	1	1	0	6	-2	4	-2	-1
C=CCN(C(=O)C1CC(=O)N(C2CCCC2)C1)c1nc(-c2ccc(S(C)(=O)=O)cc2)cs1 (configuration not stated)	-4	0.9	-8	5	5	-13	-3	-3	2	1
CCOc1ccc(Cc2nc(C)c(CC(=O)N3CCOCC3)c(=O)[nH]2)cc1	3	1.4	2	3	-2	8	0	9	4	-1
CN1CCC(=NNC(=O)CN(c2cccc(Br)c2)S(C)(=O)=O)CC1	-1	-1.8	-8	3	4	-4	2	9	1	1
COc1ccc(C(=O)NNC(=O)CCC(=O)Nc2ccc(C)cc2C)cc1	-3	-1.1	6	-3	2	0	-3	3	-1	4
O=S(=O)(c1cccc(-c2nnc(SCc3nc4ccccc4s3)o2)c1)N1CCOCC1	5	-1.4	-21	-2	3	-13	-1	0	-1	5
COc1ccc(CNC(=O)c2cccc(NC3=NC4CS(=O)(=O)CC4S3)c2)cc1 (configuration not stated)	-7	-1.2	-2	0	2	-5	-5	4	1	2
COc1ccc2[nH]c(=O)c(CN(CCO)C(=O)NCc3ccccc3)cc2c1	1	1.5	2	-4	-4	-1	0	-5	0	-2
O=c1cc(Cn2nnc(-c3ccc(Cl)cc3)n2)nc2sccn12	-1	1.4	-1	-3	-2	-8	1	-3	0	-6
Cn1c(-c2ccc(F)cc2)cnc1NCc1cccc(F)c1	-8	-1.5	5	-4	3	11	4	-1	2	1
CC1(C)CC(=O)C=C(Nc2ccccc2O)C1	5	0.6	4	1	2	3	-1	-1	-4	-4
O=C1CN(C(=O)CSc2ccccn2)c2ccccc2N1	2	-0.7	4	4	-3	5	-2	-5	-1	-2

Next part; it opens with the 5 that closed the last part.
SMILES	TCR CD3 inh	PG9 Ab binder	HTRA1 inhibitor	rCAG RNA binder	PRMT1 FP inh	ABHD4 inh	LEDGF integ inh	Rev-erbA mod	UHRF1 binding	MBD2 inh
COc1ccc2[nH]c(=O)c(CN(CCO)C(=O)NCc3ccccc3)cc2c1	1	1.5	2	-4	-4	-1	0	-5	0	-2
O=c1cc(Cn2nnc(-c3ccc(Cl)cc3)n2)nc2sccn12	-1	1.4	-1	-3	-2	-8	1	-3	0	-6
Cn1c(-c2ccc(F)cc2)cnc1NCc1cccc(F)c1	-8	-1.5	5	-4	3	11	4	-1	2	1
CC1(C)CC(=O)C=C(Nc2ccccc2O)C1	5	0.6	4	1	2	3	-1	-1	-4	-4
O=C1CN(C(=O)CSc2ccccn2)c2ccccc2N1	2	-0.7	4	4	-3	5	-2	-5	-1	-2
Cc1coc2c(C)c3oc(=O)cc(-c4ccccc4)c3cc12	0	1.0	-4	2	-2	2	-1	-6	-2	-1
Cn1c(CSc2ncccn2)nnc1SCC(=O)N1CCCCC1	-2	0.1	7	-1	1	1	-1	-2	1	11
CSc1ccc(/C=N/N2CCN(c3ccccc3)CC2)cc1	0	0.7	1	0	1	1	1	3	7	-5
COc1ccc(-c2nc3ccccc3c(=O)[nH]2)cc1	-2	-0.2	0	-3	0	-3	-7	2	-1	1
COc1ccc(C(CC(=O)Nc2ccc(C)cc2)NC(=O)C(F)(F)F)cc1 (configuration not stated)	3	-1.5	7	0	0	1	-1	-4	-2	2
CCOc1ccccc1-c1cc(C(=O)N2CCOCC2)c2ccccc2n1	0	-1.4	2	-3	-2	0	1	-2	1	-3
COc1ccc(NC(=O)C2C3CC/C=C\CCC32)cc1 (configuration not stated)	0	-3.6	-1	6	-6	2	6	1	-2	-2
COc1ccc(S(=O)(=O)N(CC(=O)Nc2cc(C)on2)Cc2ccccc2)cc1	5	-0.7	10	1	-1	-5	-1	-1	1	-3
CN(C)c1ccc(C(CNC(=O)c2ccc(-c3ccccc3)cc2)N2CCOCC2)cc1 (configuration not stated)	7	0.0	4	-1	-2	1	6	-2	3	1
O=S(=O)(c1ccccc1)N1CCN(CC2CC3C=CC2C3)CC1 (configuration not stated)	-9	-1.6	1	-1	-3	0	-88	-1	8	-1
CCc1noc(C)c1C(=O)NC1CC(C)(C)Cc2c1cnn2-c1ccccc1 (configuration not stated)	-5	-2.1	-9	-7	0	8	1	-5	0	3
Cc1ccc(-c2nc3ncccn3c2N)cc1	-5	-12	.	2	4	6	0	-5	-3	3
COc1ccc(CC(=O)N2CCOCC2)cc1OC	-1	1.1	3	1	1	-2	1	0	5	-1
CC(C)(C)NC(=O)CN(C(=O)c1ccc(CN2CCOCC2)o1)c1ccc2c(c1)OCCO2	0	4.1	-3	-4	3	-2	7	1	6	1
CN1CCN(CCCCOc2ccc(Br)cc2)CC1	1	-0.1	10	-5	6	11	1	1	4	11
Cc1ccc(CNCC2CCCO2)o1 (configuration not stated)	3	0.0	-3	-2	-3	0	2	2	-2	-2
N#Cc1ccccc1Cn1c(=O)n(CCCC(=O)NCc2ccc3c(c2)OCO3)c(=O)c2ccccc21	-4	-0.7	5	-4	1	4	-3	-3	-1	6
Cc1cc(C)cc(Cn2cc(CN3CC(N4CCN(C)CC4)CS3(=O)=O)nn2)c1 (configuration not stated)	-3	-0.3	.	3	2	3	-1	0	24*	5
OCCC1CN(Cc2ccccc2O)CCN1CCCc1ccccc1 (configuration not stated)	-6	-2.3	-1	-7	0	2	-5	4	-1	0
CC(c1ccccc1)N(CCC(c1ccccc1)C1CCOC(C)(C)C1)C(=O)c1ccco1 (configuration not stated)	-7	-4.3	-18	0	1	-6	4	1	0	-8
O=C(CSc1ccccn1)Nc1ccc2[nH]c(=O)[nH]c2c1	-1	-2.2	0	-1	6	-5	1	-2	-1	4
CC(C)C(=O)NNS(=O)(=O)c1ccccc1	-4	1.6	1	-5	3	-10	0	-2	5	8
c1ccc(-c2ccc(Oc3cc(N4CCOCC4)nc(-c4ccccc4)n3)cc2)cc1	8	-1.5	-4	2	-4	-6	-5	3	-5	-1
Cc1cccc(NC(=O)CN2C(=O)N/C(=C/c3ccc(C)o3)C2=O)c1	-2	0.2	2	32	65*	12	4	-3	88*	-1
CCOC(=O)CC(=O)CSc1ncnc2c1nnn2-c1ccc(OC)cc1	4	0.3	5	15	62*	6	1	3	-2	1
